Screens as filed in PubChem.
Rac1 GTP hydrolysis = MgcRacGAP GTPase-activating activity inhibitors, confirmation, biochemical, ADP Hunter fluorescence | 340,000 tested, 0.6% active | inhibition, % at 30 µM; hits with a dose series show IC50 in µM | AID 624330 | MgcRacGAP-stimulated Rac1 GTP hydrolysis, ADP Hunter fluorescence; higher % means a stronger effect; GST-tagged Rac1 F28L mutant substrate;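 active = first-screen hits whose inhibition reached a set limit at any dose in the follow-up dose series; inconclusive = inhibition above the set first-screen limit but never retested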;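 note: fluorescence reports GDP produced by GAP-driven GTP hydrolysis; strong numbers were not always called active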
NTR1 agonist = agonists of NTR1, primary screen, imaging, U2OS cells, beta-arrestin-GFP, high content (AID 493036). NTR1-U2OS beta-arrestin-GFP spot imaging, agonist mode. activation, % at 20 µM. 330,000 tested, 0.17% active;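 active = activation at or above 40% of the spot to cytoplasm intensity ratio, with at least 20 cells analyzed; inconclusive = wells under 20 cells, flagged as cytotoxic or low count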;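 note: 0% = DMSO without peptide and 100% = 100 nM NTR1 peptide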
Target sequence (P30989 whole entry, looked up): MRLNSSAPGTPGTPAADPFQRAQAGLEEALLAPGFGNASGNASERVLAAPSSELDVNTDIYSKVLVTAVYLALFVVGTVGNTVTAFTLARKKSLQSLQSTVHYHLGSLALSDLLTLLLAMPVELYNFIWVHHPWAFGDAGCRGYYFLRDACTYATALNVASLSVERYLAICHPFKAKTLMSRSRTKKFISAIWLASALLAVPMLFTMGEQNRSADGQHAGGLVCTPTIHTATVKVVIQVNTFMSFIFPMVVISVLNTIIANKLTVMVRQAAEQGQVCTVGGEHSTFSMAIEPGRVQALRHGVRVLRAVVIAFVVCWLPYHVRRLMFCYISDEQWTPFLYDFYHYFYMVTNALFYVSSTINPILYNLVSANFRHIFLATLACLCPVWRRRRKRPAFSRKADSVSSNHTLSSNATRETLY
RSV CPE inhibition = inhibition of RSV-induced cytopathic effect – HEp-2 cells, primary 10 µM value included (AID 2391); CPE inhibition, % at 10 µM; hits with a dose series show IC50 in µM; HEp-2 cells, RSV-induced CPE inhibition; higher % means a stronger effect; 310,000 tested, 0.13% active; in the data active = a potency from the dose series; inconclusive = CPE inhibition mostly from about 23% at the one dose, without a potency; inactive = the rest, 99 in 100 with CPE inhibition below about 21%; note: strong numbers were not always called active
West Nile antiviral = West Nile virus antiviral activity, cell-based, CPE readout (AID 1621). West Nile virus-infected cells, CPE inhibition; higher % means a stronger effect. CPE inhibition, % at 10 µM; hits with a dose series show IC50 in µM. 290,000 tested, 0.02% active; in the data active = a potency from the dose series; inconclusive = CPE inhibition mostly from about 3.7% at the one dose, without a potency; inactive = the rest, 99 in 100 with CPE inhibition below about 2.2%; note: strong numbers were not always called active
Large T inhibition = TAg ATPase/helicase activity blockers – biochemical (AID 1903); inhibition, % at 20 µM; hits with a dose series show IC50 in µM; 310,000 tested, 0.39% active; SV40 large T antigen ATPase/helicase inhibition assay; higher % means a stronger effect; in the data active = a potency from the dose series; inconclusive = inhibition mostly from about 32% at the one dose, without a potency; inactive = the rest, 99 in 100 with inhibition below about 32%; note: strong numbers were not always called active
NS5 inhibitors = Dengue-2 NS5 methyltransferase inhibitors, primary screen, biochemical, confirmation dose response (AID 588689) | inhibition, % at 25 µM, or IC50 in µM where a hit was titrated | 340,000 tested, 0.3% active | Dengue-2 NS5 methyltransferase capping enzyme assay, biochemical; higher % means a stronger effect; in the data active = a potency from the dose series; inconclusive = inhibition above about 29% without an active follow-up result
Siah-1 displacement = blockers of Siah-1 interaction with plectin peptide – biochemical, fluorescence polarization, rhodamine-plectin, uHTS, primary screen (AID 1817). one-dose displacement, % at 20 µM; IC50 in µM for titrated hits. 290,000 tested, 0.02% active. Siah-1 / rhodamine-plectin peptide fluorescence polarization; higher % means a stronger effect;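 active = displacement of at least 50% at 20 µM, with a fluorescence ratio check between 0.3 and a set limit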;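 note: plate controls were Siah plus tracer with DMSO for no effect and tracer alone without Siah for full effect; strong numbers were not always called active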
AID2073 = disruptors of CaV2.2 binding to Mint1 – biochemical, HTRF (AID 2073) | 290,000 tested, 0.19% active | HTRF protein-protein interaction, Mint1-CaV2.2; higher % means a stronger effect | inhibition, % at 20 µM, or IC50 in µM where a hit was titrated; in the data active = inhibition mostly above about 51%, no sharp cut-off; inconclusive = no clear call, values can overlap the other calls; inactive = mostly below about 53%; note: some results filed as inactive read as strong as hits
UTI89 phage lysis = protection from phage-mediated lysis, alamar blue read-out – E. coli UTI89, K1F phage, bacterial capsule biogenesis inhibitors (AID 488966) | E. coli UTI89 K1F phage lysis, alamar blue, 2 h; higher % means a stronger effect | 340,000 tested, 0.02% active | inhibition, % at 100 µM, or IC50 in µM where a hit was titrated;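 active = phage lysis inhibition, versus mean bacterial control, above a set limit; inconclusive = no clear call, values can overlap the other calls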;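 note: capsule biogenesis inhibitors block K1F phage lysis so surviving cells raise fluorescence; higher fluorescence means more inhibition of phage lysis; actives were called in the ten point dose series up to 300 µM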
NTR1 agonist cell count 20 µM = also measured in NTR1 agonist; calls as there; cell count; measured here: cell count, cytotoxicity flag
NS5 inhibitors pilot replicate = also measured in NS5 inhibitors; calls as there; inhibition, %; measured here: pilot screen replicate inhibition
* marks the source's active call; other numbers are inactive results; ? = inconclusive; / = not tested or not shown; [ ] = dose if it differs, or a comment.

SMILES	Rac1 GTP hydrolysis	NTR1 agonist	NTR1 agonist cell count 20 µM	RSV CPE inhibition	West Nile antiviral	Large T inhibition	NS5 inhibitors	Siah-1 displacement	AID2073	UTI89 phage lysis	others
CC1CN(S(=O)(=O)c2cc(C(=O)N3CCCCC3C)ccc2Cl)CC(C)O1 (stereo unspecified)	4%	-1.8	54	/	/	/	3%	/	/	-0.1%[50 µM]
CCN(CC(=O)NCc1cccs1)c1ccc(S(=O)(=O)N2CCCC2)cn1	6%	-2.1	46	-0.9%	-0.7%	10%	-2%	-7%	-2%	0.1%[50 µM]
CC1Cc2ccccc2N1C(=O)C1CCN(S(=O)(=O)c2cccs2)CC1 (stereo unspecified)	-2%	1.3	72	-1.0%	-0.7%	3%	-5%	-5%	-2%	2.6%
O=C(CN(Cc1ccccc1)S(=O)(=O)c1ccccc1)N/N=C/c1ccc([N+](=O)[O-])cc1	9%	14	69	?	-1.6%	6%	-2%	2%	2%	0.4%
CCOc1ccc(OCCN2C(=O)NC(Cc3c[nH]c4ccccc34)C2=O)cc1 (stereo unspecified)	8%	14	93	1.9%	-0.6%	-3%	-3%	-8%	-7%	0.2%
CCCCN(C)CCCNC(=O)c1cc(=O)[nH]c2ccc(S(=O)(=O)N3CCCCC3C)cc12 (stereo unspecified)	3%	-1.2	27	-1.3%	0.3%	23%	-6%	-4%	-2%	-0.5%
COc1ccc2c(c1)C(C)CC(C)(C)N2C(=O)Nc1ccccc1 (stereo unspecified)	-6%	0.7	61	0.2%	-0.4%	5%	10%	15%	-52%	-0.6%
COc1ccc(CCNC(=O)CSc2ccc3ccccc3c2)cc1OC	-4%	3.1	68	10%	-0.3%	18%	15%	3%	12%	-0.6%
O=C(c1sc2ccccc2c1Cl)N1CCN(c2ccccc2F)CC1	6%	3.4	56	3.9%	-1.1%	4%	-4%	-2%	2%	3.9%
COc1ccc(C(=S)N2CCCCC2)cc1Br	11%	-0.5	35	-0.9%	0.5%	6%	-1%	6%	-4%	-0.6%
Cc1ccc(C(=O)c2c3ccc([N+](=O)[O-])cc3[n+]([O-])n2CCCC(N)=O)cc1	9%	0.9	46	8.2%	/	4%	-9%	/	/	-0.8%
O=C(/C=C/c1cccnc1)c1ccc(O)cc1	11%	5.4	59	-0.2%	11%	16%	-9%	4%	1%	-1.3%[50 µM]
CS(=O)(=O)N(Cc1ccccc1Cl)c1ccc(C(=O)NCc2ccccn2)cc1	-5%	-0.1	64	1.2%	-0.5%	5%	2%	-1%	3%	-1.7%
COc1ccc2c(C)cc(SCC#N)nc2c1	8%	-3.3	71	2.1%	0.7%	-4%	-3%	1%	0%	0.6%
CN(CC(=O)Nc1ccc(F)c(F)c1)S(=O)(=O)c1cccs1	5%	-1.0	39	0.9%	-0.1%	5%	-10%	4%	4%	0.0%
CCN(CC)c1ccc2c(-c3ccc(S(=O)(=O)O)cc3S(=O)(=O)[O-])c3ccc(=[N+](CC)CC)cc-3oc2c1	-149%	-3.4	85	-0.3%	-0.2%	-34%	?	110%	?	31µM*
CC(=O)Nc1ccc(C(=O)N(C2=NC(C)CS2)c2ccc(Cl)cc2)cc1 (stereo unspecified)	6%	2.5	55	0.9%	-0.8%	9%	-7%	2%	11%	-0.1%
CC(=O)Nc1ccc(S(=O)(=O)C(C#N)c2nc3ccccc3nc2NCCO)cc1 (stereo unspecified)	2%	0.8	59	-0.2%	0.4%	12%	10%	-3%	15%	0.1%
CCc1ccc(Nc2nnc(SC(C)C(=O)NC3CC3)s2)cc1 (stereo unspecified)	7%	-1.3	49	/	/	/	-1%	/	/	0.2%[50 µM]
O=S(=O)(c1cccc(C(F)(F)F)c1)c1ccc(O)cn1	8%	0.2	50	3.5%	/	5%	2%	/	/	0.8%
CCC(=O)Nc1ccc(C(=O)CSc2nc(N)cc(N)n2)cc1	10%	1.1	64	0.8%	1.6%	13%	2%	1%	-16%	0.0%
CCOc1ccc(-n2c(=O)[nH]cc(C(=O)N3CCc4ccccc43)c2=O)cc1	2%	0.5	81	3.0%	0.1%	-1%	-10%	-1%	15%	1.1%
CSc1nnc(C)c(/C=C/NOCc2cccc(F)c2)n1	3%	0.7	94	2.6%	0.7%	10%	-9%	-5%	-5%	0.8%
O=C(NCC(c1ccco1)N1CCN(c2ccc(F)cc2)CC1)c1cccs1 (stereo unspecified)	11%	-0.2	72	0.0%	/	6%	-4%	/	/	0.9%[50 µM]
O=C(CCCOc1ccccc1)Nc1cccc(S(=O)(=O)N2CCOCC2)c1	-1%	-1.6	63	/	/	/	2%	/	/	-2.2%
(further entries)
SMILES	Rac1 GTP hydrolysis	NTR1 agonist	NTR1 agonist cell count 20 µM	RSV CPE inhibition	West Nile antiviral	Large T inhibition	NS5 inhibitors	Siah-1 displacement	AID2073	UTI89 phage lysis	others
COc1ccc(C(=O)n2cnc3ccccc32)cc1[N+](=O)[O-]	-1%	0.0	62	3.8%	-0.6%	11%	-10%	4%	-10%	-0.1%
Nc1ccccc1C(=O)N(Cc1ccccc1)Cc1ccccc1	8%	-1.8	72	4.3%	-0.4%	17%	-3%	16%	19%	0.2%
CCOC(=O)N1CCC(NC(=O)Cn2cc3c(n2)CCCC3)CC1	2%	0.4	58	2.4%	-0.3%	8%	-4%	5%	-8%	1.7%
CCc1nnc(NC(=O)CSc2nnc(C3CC3)n2C)s1	3%	-0.5	43	0.1%	-0.4%	16%	-5%	5%	6%	0.1%[50 µM]
Nc1cc(Oc2ccc(F)cc2F)cc([N+](=O)[O-])c1	2%	-2.1	67	3.3%	-0.1%	16%	-5%	-6%	10%	-0.1%
CCOC(=O)c1cnc(-n2[nH]c(C)cc2=O)[nH]c1=O	/	1.6	42	0.9%	-0.5%	?	/	11%	5%	/
CCC(C)c1ccccc1N1CC(C(=O)N2CCN(C(=O)c3ccco3)CC2)CC1=O (stereo unspecified)	-3%	-1.0	58	0.3%	/	/	-6%	/	/	0.1%[50 µM]
Cc1cccc2nc(-c3cccc(NC(=O)Cc4ccccc4)c3)cn12	-6%	5.9	43	30µM*	-0.7%	6%	-9%	5%	9%	-0.4%[50 µM]
CCN(CC)C(=O)CSc1nc(N)c(C(=O)Nc2ccc(OC)cc2)s1	14%	-0.8	60	1.4%	0.4%	6%	-3%	4%	-11%	3.8%
C=CC[C@@H](CC(=O)N[C@H](CO)Cc1ccccc1)C(=O)N[C@@H](C)COC(=O)[C@@H](CC=C)CC(=O)OC(C)(C)C	5%	0.2	39	/	/	/	-6%	/	/	4.3%
COc1ccc(OC)c(CN2C(=O)c3ccccc3C2C(=O)NCC2CCCO2)c1 (stereo unspecified)	10%	0.0	60	-1.3%	-0.5%	0%	-5%	7%	?	1.0%
Cc1ccccc1C(=O)N1CCN(c2ccc(NC(=O)Cc3ccccc3)cc2)CC1	7%	1.0	62	6.2%	-0.6%	3%	-3%	4%	22%	1.0%[50 µM]
CC(C)CCN1CCN(Cc2ccc(Sc3nncn3C)o2)CC1CCO (stereo unspecified)	0%	-0.1	97	1.1%	0.1%	17%	/	-6%	3%	1.9%
O=C(NCc1ccccc1Cl)c1ccc(S(=O)(=O)Nc2cccc(C(F)(F)F)c2)cc1	6%	4.7	41	16%	-0.6%	7%	0%	10%	-7%	3.3%
COc1c(Cl)cnn(-c2cccc(C)c2)c1=O	3%	0.9	55	1.6%	-0.5%	4%	2%	6%	-8%	-0.5%
NS(=O)(=O)c1ccc(O)c(NC(=O)c2ccc([N+](=O)[O-])o2)c1	14%	-1.2	51	0.9%	-0.6%	15%	8%	0%	-43%	-1.6%[50 µM]
CCOC(=O)COn1c(=O)c[n+]([O-])c2ccccc21	4%	1.4	70	3.1%	0.2%	2%	-49%	-3%	5%	-2.2%
COc1cc(C(=O)Nc2ccc(N3CCN(C(=O)c4ccc(C)cc4)CC3)cc2)cc(OC)c1OC	9%	2.2	66	11%	0.7%	9%	1%	-9%	6%	-0.2%[50 µM]
COCCN(C(=O)c1csnn1)C(C(=O)NC1CCCCC1)c1sccc1C (stereo unspecified)	9%	-0.3	87	0.0%	-0.7%	-7%	3%	-4%	-8%	-0.3%	NS5 inhibitors pilot replicate=-0.9

Gathered by group: those above with a thiophene ring, fused or not
SMILES	Rac1 GTP hydrolysis	NTR1 agonist	NTR1 agonist cell count 20 µM	RSV CPE inhibition	West Nile antiviral	Large T inhibition	NS5 inhibitors	Siah-1 displacement	AID2073	UTI89 phage lysis	others
CCN(CC(=O)NCc1cccs1)c1ccc(S(=O)(=O)N2CCCC2)cn1	6%	-2.1	46	-0.9%	-0.7%	10%	-2%	-7%	-2%	0.1%[50 µM]
CC1Cc2ccccc2N1C(=O)C1CCN(S(=O)(=O)c2cccs2)CC1 (stereo unspecified)	-2%	1.3	72	-1.0%	-0.7%	3%	-5%	-5%	-2%	2.6%
O=C(c1sc2ccccc2c1Cl)N1CCN(c2ccccc2F)CC1	6%	3.4	56	3.9%	-1.1%	4%	-4%	-2%	2%	3.9%
CN(CC(=O)Nc1ccc(F)c(F)c1)S(=O)(=O)c1cccs1	5%	-1.0	39	0.9%	-0.1%	5%	-10%	4%	4%	0.0%
O=C(NCC(c1ccco1)N1CCN(c2ccc(F)cc2)CC1)c1cccs1 (stereo unspecified)	11%	-0.2	72	0.0%	/	6%	-4%	/	/	0.9%[50 µM]
COCCN(C(=O)c1csnn1)C(C(=O)NC1CCCCC1)c1sccc1C (stereo unspecified)	9%	-0.3	87	0.0%	-0.7%	-7%	3%	-4%	-8%	-0.3%	NS5 inhibitors pilot replicate=-0.9

Compounds listed so far with a CF3 group, in the order listed:
SMILES	Rac1 GTP hydrolysis	NTR1 agonist	NTR1 agonist cell count 20 µM	RSV CPE inhibition	West Nile antiviral	Large T inhibition	NS5 inhibitors	Siah-1 displacement	AID2073	UTI89 phage lysis	others
O=S(=O)(c1cccc(C(F)(F)F)c1)c1ccc(O)cn1	8%	0.2	50	3.5%	/	5%	2%	/	/	0.8%
O=C(NCc1ccccc1Cl)c1ccc(S(=O)(=O)Nc2cccc(C(F)(F)F)c2)cc1	6%	4.7	41	16%	-0.6%	7%	0%	10%	-7%	3.3%
